GPR35 arrestin U2OS – inhibition of zaprinast-stimulated GPR35 beta-arrestin translocation – imaging, U2OS, beta-arrestin-GFP, zaprinast agonist, primary screen (AID 2058). U2OS GPR35 beta-arrestin-GFP translocation imaging, zaprinast antagonism; higher % means a stronger effect. one-dose inhibition, % at 10 µM; IC50 in µM for titrated hits. 290,000 compounds, 0.052% hits;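 active means inhibition of at least 50% with at least 30 cells and total cytoplasm GFP at most 10,000,000; inconclusive means under 30 cells or total GFP of 10,000,000 plus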
KOR beta-arrestin-1 – KOR antagonists, beta-arrestin recruitment, cell-based, luminescence, uHTS (AID 1778). KOR beta-arrestin recruitment, luminescence, antagonist mode; higher % means a stronger effect. 290,000 compounds, 0.091% hits. inhibition, % at 10 µM; hits with a dose series show IC50 in µM; in the data active means inhibition above about 50%; further: strong numbers were not always called active
KOR beta-arrestin-2 – KOR agonists, beta-arrestin recruitment, primary screen, cell-based, luminescence, uHTS (AID 1777); KOR beta-arrestin recruitment, luminescence; higher % means a stronger effect; one-dose activation, % at 10 µM; EC50 in µM for titrated hits; 280,000 compounds, 0.02% hits; in the data active means activation above about 50%, passing the limit was not always enough; further: a part of the inactive calls stands beside numbers as strong as those of hits
GPR55 antagonists – GPR55 antagonists blocking LPI-driven arrestin recruitment, primary screen, imaging, U2OS, beta-arrestin-GFP, LPI agonist (AID 2013); U2OS GPR55 beta-arrestin-GFP translocation imaging, LPI antagonism; higher % means a stronger effect; 290,000 compounds, 0.13% hits; inhibition, % at 10 µM; hits with a dose series show IC50 in µM;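 active means spots per cell inhibited over 60%, with over 100 cells counted and total cytoplasm intensity under 500,000; inconclusive means wells with under 100 cells, flagged as likely toxic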;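 further: U2OS cells stably carrying GPR55 and arrestin-GFP stimulated by 5 µM LPI near EC80; imaged beta-arrestin-GFP aggregate spots per cell after agonist stimulation; plate controls were LPI-stimulated DMSO wells for no effect and DMSO wells without LPI for full effect; some results filed as inactive read as strong as hits; confirmed hits need IC50 under 10 µM and bright autofluorescent wells are also inconclusive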
West Nile antiviral – West Nile virus antiviral activity, cell-based, CPE readout (AID 1621); West Nile virus-infected cells, CPE inhibition; higher % means a stronger effect; one-dose CPE inhibition, % at 10 µM; IC50 in µM for titrated hits; 290,000 compounds, 0.02% hits; in the data active means a potency from the dose series; inconclusive means CPE inhibition mostly from about 3.7% at the one dose, without a potency; inactive means the rest, 99 in 100 with CPE inhibition below about 2.2%; further: strong numbers were not always called active
GPR55 activation – GPR55 agonists via beta-arrestin recruitment, primary screen, imaging, U2OS cells, beta-arrestin-GFP redistribution (AID 1961); one-dose activation, % at 10 µM; EC50 in µM for titrated hits; U2OS GPR55 beta-arrestin-GFP redistribution imaging; higher % means a stronger effect; 290,000 compounds, 0.048% hits;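 active means activation above 40% with more than 50 cells counted in the well; inconclusive means wells holding fewer than 50 cells, flagged as toxic or sparse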;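 further: U2OS osteosarcoma cells stably expressing GPR55 and beta-arrestin-GFP; plate controls were DMSO negative control for no effect and LPI positive control for full effect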
HIV fusion peptide – cell-free HIV fusion peptide-binding blockers – biochemical, uHTS, fluorescence dequenching, primary screen (AID 1986); 290,000 compounds, 0.3% hits; cell-free peptide binding, fluorescence dequenching, 30 min; higher % means a stronger effect; inhibition, % at 20 µM; hits with a dose series show IC50 in µM; in the data active means inhibition mostly above about 52%, no sharp cut-off; inactive means mostly below about 76%; further: some results filed as inactive read as strong as hits
NS5 inhibitors – Dengue-2 NS5 methyltransferase inhibitors, primary screen, biochemical, confirmation dose response (AID 588689). inhibition, % at 25 µM, or IC50 in µM where a hit was titrated. 340,000 compounds, 0.3% hits. Dengue-2 NS5 methyltransferase capping enzyme assay, biochemical; higher % means a stronger effect; in the data active means a potency from the dose series; inconclusive means inhibition above about 29% without an active follow-up result
NOD1 inhibition – inhibition of NOD1-driven NF-kB reporter – cell-based, luminescence, uHTS, primary screen (AID 1578). NOD1-driven NF-kB luciferase reporter cells, luminescence; higher % means a stronger effect. inhibition, % at 4 µM; hits with a dose series show EC50 in µM. 290,000 compounds, 1% hits; in the data active means inhibition mostly above about 36%, no sharp cut-off; inactive means mostly below about 34%;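 further: HEK-293T reporter cells stimulated with the NOD1 agonist gamma-tri-DAP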
Numbers without * were called inactive; ? = inconclusive; . = not tested or not shown; [ ] = another dose, or the depositor's remark. Only part of the results is shown; rates above refer to the full screens.

A first look:
SMILES	GPR35 arrestin U2OS	KOR beta-arrestin-1	KOR beta-arrestin-2	GPR55 antagonists	West Nile antiviral	GPR55 activation	HIV fusion peptide	NS5 inhibitors	NOD1 inhibition
O=C1NC(=Nc2ccc(Cl)cc2)SC1Cc1cc(Cl)ccc1Cl (stereo unspecified)	-3%	-45%	4.1%	-4%	.	0.5%	-2.6%	-4%	11%
Cc1ccc2[nH]c(=O)c(C3=NN(C(=O)CCC(=O)O)C(c4cccs4)C3)c(-c3ccccc3)c2c1 (stereo unspecified)	1%	-13%	-0.5%	9%	-0.2%	0.5%	6.0%	5%	-4%
COC(=O)c1[nH]c(C)c(/C(O)=C2\C(=O)C(=O)N(CCN3CCOCC3)C2c2cccs2)c1C (stereo unspecified)	13%	4%	-5.0%	12%	-0.2%	0.1%	2.1%	-3%	-4%
O=C1CN(C(=O)c2cc3ccccc3oc2=O)C(c2ccccc2)c2cc(F)ccc2N1 (stereo unspecified)	-7%	-14%	-2.8%	8%	.	0.2%	-1.2%	-3%	-24%

All compounds of this part, from the first entry:
SMILES	GPR35 arrestin U2OS	KOR beta-arrestin-1	KOR beta-arrestin-2	GPR55 antagonists	West Nile antiviral	GPR55 activation	HIV fusion peptide	NS5 inhibitors	NOD1 inhibition
O=C1NC(=Nc2ccc(Cl)cc2)SC1Cc1cc(Cl)ccc1Cl (stereo unspecified)	-3%	-45%	4.1%	-4%	.	0.5%	-2.6%	-4%	11%
Cc1ccc2[nH]c(=O)c(C3=NN(C(=O)CCC(=O)O)C(c4cccs4)C3)c(-c3ccccc3)c2c1 (stereo unspecified)	1%	-13%	-0.5%	9%	-0.2%	0.5%	6.0%	5%	-4%
COC(=O)c1[nH]c(C)c(/C(O)=C2\C(=O)C(=O)N(CCN3CCOCC3)C2c2cccs2)c1C (stereo unspecified)	13%	4%	-5.0%	12%	-0.2%	0.1%	2.1%	-3%	-4%
O=C1CN(C(=O)c2cc3ccccc3oc2=O)C(c2ccccc2)c2cc(F)ccc2N1 (stereo unspecified)	-7%	-14%	-2.8%	8%	.	0.2%	-1.2%	-3%	-24%
CC(NC(=O)C1CCN(c2nnc(-n3cccc3)s2)CC1)C12CC3CC(CC(C3)C1)C2 (stereo unspecified)	15%	-3%	-2.1%	21%	-0.2%	-0.1%	-1.7%	-8%	-3%
CC(=O)OC(COc1ccccc1)Cn1cnc2cc(C)c(C)cc21 (stereo unspecified)	-2%	39%	-2.0%	2%	-0.7%	0.4%	-1.3%	3%	-23%
COc1ccc(NS(=O)(=O)c2ccc3c(c2)NC(=O)CO3)cc1	-5%	25%	-4.5%	4%	0.1%	16%	1.6%	-1%	0%
CCOC(=O)C1CCCN(c2cc(=O)n(-c3ccccc3Cl)c(=O)[nH]2)C1 (stereo unspecified)	-14%	-16%	-0.4%	-2%	-0.1%	0.3%	-0.7%	-2%	-1%
O=C(OCC(=O)N1CCOCC1)c1ccc(O)cc1	-8%	35%	-0.8%	11%	0.6%	-0.1%	1.1%	-7%	12%
CN(C)c1cc2c(cc1NC(=O)c1ccccc1Cl)n(C)c(=O)n2C	5%	-10%	-1.8%	-16%	-1.1%	0.2%	-0.8%	.	-17%
Cc1nnc(SCC(=O)N2CCOCC2)n1C	-8%	8%	-0.2%	-8%	0.7%	-0.2%	0.4%	-1%	-18%
c1ccc(-n2cc(CN3CCCC3)c(-c3ccc4c(c3)OCO4)n2)cc1	0%	-31%[20 µM]	5.4%	3%	-1.1%	0.2%	0.2%	4%	12%
O=C(CNS(=O)(=O)c1ccc(F)c(Cl)c1)N1CCCCCC1	6%	10%	14%	-2%	1.0%	-0.3%	-2.9%	-3%	-5%
O=C(CSc1nnc2n1CCCN2)c1ccc([N+](=O)[O-])cc1	0%	-3%	3.9%	-2%	0.5%	-0.2%	-1.9%	-5%	-13%
CCOc1ccc(CCNC(=O)Cc2nn[nH]n2)cc1OCC	0%	16%	-2.2%	-9%	0.0%	0.0%	-1.1%	4%	-12%
COc1ccc(C(=O)OCC(=O)NC(=O)NC2CCCC2)c(O)c1	-7%	20%	-3.4%	5%	-0.2%	0.4%	-0.8%	-7%	-22%
Cc1cc(SCC(=O)c2cccs2)n2nc(C)c(-c3ccc(Cl)cc3)c2n1	6%	34%	1.6%	-14%	-0.3%	0.2%	22%	-3%	79%*
O=C(CCCSc1nc2ccccc2[nH]1)NC(c1ccccc1)c1ccccc1	-5%	43%	0.6%	0%	-0.7%	0.3%	3.7%	-4%	-32%
O=C(c1cccc([N+](=O)[O-])c1)N1CCCC(C(=O)N2CCCCCC2)C1 (stereo unspecified)	7%	27%	4.8%	1%	-0.8%	-0.3%	1.0%	-2%	5%
CCc1nnc(NC(=O)c2cc(-c3ccccn3)nc3ccccc23)s1	3%	-39%	5.5%	8%	0.2%	0.2%	1.2%	-8%	-25%
Cn1c(=S)n(C)c2ccccc21	3%	-5%	-5.3%	-3%	0.0%	-0.3%	-1.6%	2%	-4%
O=c1[nH]c(C2CCN(S(=O)(=O)Cc3ccccc3)CC2)nc2c1nnn2Cc1cccc(Cl)c1	-11%	32%	-3.7%	-2%	-0.8%	-0.1%	0.9%	-3%	-8%
CCCCCOC(=O)C1[C@H]2C(=O)N(Cc3cccs3)C[C@]23C=C[C@H]1O3 (stereo partly specified)	-6%	24%	-9.6%	0%	-0.7%	-0.2%	-1.2%	5%	-12%
CCCOc1ccc(C(=O)NC(C)C(=O)O)cc1 (stereo unspecified)	4%	-24%	0.6%	2%	0.3%	0.2%	0.2%	-3%	4%
Cc1cc(C)c(S(=O)(=O)N2CCCC(C(=O)NCc3ccncc3)C2)c(C)c1 (stereo unspecified)	-1%	-19%	2.5%	8%	-1.6%	-0.1%	-0.5%	5%	-16%
OC1CCCN(Cc2ccc3ccc4cccc5ccc2c3c45)C1 (stereo unspecified)	11%	-61%	-3.1%	13%	?	-0.1%	2.7%	-1%	-4%
O=C(O)CCn1cc(/C=C2/NC(=S)N(c3ccccc3)C2=O)c(-c2ccccc2)n1	1%	16%	4.5%	8%	0.4%	-0.3%	11%	3%	-18%
O=C(c1ccsc1)N1CCCC(N2CCN(c3cccc(Cl)c3)CC2)C1 (stereo unspecified)	-3%	19%	-2.8%	10%	0.5%	-0.2%	-0.7%	-13%	-23%
Cc1ccc(OCC(=O)c2cc(C)n(-c3ccccc3)c2C)c([N+](=O)[O-])n1	7%	23%	-2.5%	-4%	-0.8%	0.1%	24%	-5%	.
Cn1c(O)c(N=NC(=O)CNC(=O)c2ccco2)c2ccccc21	-12%	-7%	4.8%	6%	-0.3%	0.1%	-1.0%	-3%	-24%
CCn1c(C(=O)O)c(CC(=O)Nc2cccc(C(F)(F)F)c2)c2ccccc21	-7%	21%	-2.9%	3%	0.0%	-0.1%	16%	3%	-14%
CCN1CCN(S(=O)(=O)c2ccc(Cl)c(C(=O)N(C)Cc3ccc(Cl)cc3Cl)c2)CC1	-2%	-7%	-0.5%	19%	-0.6%	0.3%	1.2%	-7%	-24%
Nc1cn(C2OC(CO)C(O)C2O)c(=O)[nH]c1=O (stereo unspecified)	-3%	-1%	0.6%	10%	0.3%	-0.2%	1.9%	-7%	23%
Cn1nc(-c2ccc(Cl)cc2)c2cc(C(=O)NCCCN3CCOCC3)sc21	16%	9%	-9.7%	3%	-1.2%	-0.1%	-0.7%	-7%	-20%
CC1Cc2ccccc2N1C(=O)CSc1nc(-c2ccccc2)cs1 (stereo unspecified)	-14%	-30%	-2.3%	-8%	-0.1%	-0.3%	-0.6%	-10%	-4%
O=C(COc1ccccc1)Nc1nc(-c2ccncc2)cs1	-6%	-6%	1.6%	8%	-0.4%	-0.2%	1.6%	3%	-12%
COc1ccc(C)cc1NC(=O)NCc1ccccc1F	14%	-12%	-2.8%	12%	0.0%	0.7%	-0.8%	0%	-34%
COc1ccc(CCNC(=O)Cc2cccc(C(F)(F)F)c2)cc1OC	35%	-20%	5.1%	10%	-0.6%	-0.1%	0.5%	8%	4%
CCOC(=O)C1=C(C)N(C)C(C)=C(C(=O)OCC)C1c1ccccc1	-8%	-2%	-4.1%	8%	0.6%	-0.3%	-0.1%	3%	-26%
CCn1c(=N)n(CC(O)COc2cccc(C)c2)c2ccccc21 (stereo unspecified)	14%	-6%	2.0%	7%	-1.5%	-0.2%	-0.1%	1%	-22%
CC(=O)c1cc(C#N)c(NCCCN(C)C)nc1C	7%	-7%	-4.6%	11%	-0.4%	-0.1%	-1.8%	-4%	-12%
C/C(=N\NC(N)=O)c1c(F)cccc1F	18%	4%	1.8%	5%	0.0%	0.1%	0.5%	-5%	-14%
CC(C)c1cc(C(=O)Nc2cccnc2)no1	14%	-11%	0.6%	-11%	-0.1%	0.3%	0.0%	-10%	-22%
CCOC(=O)CC1(NC(=O)c2cc(COc3c(F)cccc3F)on2)CCCCC1	4%	-20%	0.6%	2%	-1.2%	0.1%	-1.8%	-7%	-15%
Cc1cccc(Cn2c(=O)c3c(nc4n3CCN4Cc3ccco3)n(C)c2=O)c1	-8%	.	.	4%	-0.4%	-0.3%	-3.0%	-1%	-14%
COc1cc2c(cc1NC(=O)COC(=O)Cn1cnc3ccccc31)oc1ccccc12	-16%	-20%	3.6%	-5%	.	-0.2%	-1.2%	5%	-12%
O=C(c1cc(F)ccc1F)C1CCCN(C(=O)c2cccs2)C1 (stereo unspecified)	6%	-20%	-3.0%	2%	-1.3%	-0.1%	0.5%	-1%	-36%
COc1ccc2c(c1)CC(C(=O)Nc1ccc(Cl)cc1)/C(=N/O)O2 (stereo unspecified)	-2%	-12%	-6.5%	-5%	-0.8%	-0.2%	0.9%	-3%	-1%
CCN(CC)S(=O)(=O)c1ccc(N2CCCC2)c(NC(=O)c2ccc(OC)cc2OC)c1	4%	-32%	3.6%	-4%	-1.6%	0.0%	-1.0%	-1%	-31%
CCc1c(C)nc2ncnn2c1N1CCCC(C(=O)NCc2ccc3c(c2)OCO3)C1 (stereo unspecified)	0%	9%	-2.6%	-3%	-1.2%	-0.2%	-2.3%	-12%	6%
CC1=NOC(=O)/C1=C/c1ccc(N(C)C)cc1	6%	-8%	-0.7%	4%	-0.2%	0.0%	-2.2%	.	1%
C=CCc1c(O)c(CC)cc2c(C)cc(=O)oc12	-6%	-20%	3.4%	-22%	0.5%	-0.1%	-1.7%	-18%	4%
Cc1ccsc1C(=O)OCC(=O)N1CC(=O)Nc2ccccc21	-6%	-3%	-5.0%	-4%	0.3%	-0.3%	-2.4%	-3%	-39%
CSc1ccccc1NC(=O)c1cc(C(C)C)on1	7%	-13%	-0.4%	-7%	0.6%	0.2%	-0.9%	-8%	-70%

Source: PubChem (several laboratories)
